TDP2 absorb – TDP2 (human) inhibition, absorbance primary screen | recombinant TDP2, T5PNP hydrolysis, p-nitrophenol absorbance 415 nm | inhibition, % at 12.8 µM | 370,000 tested, 0.34% active;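 active = inhibition above the mean of all tested compounds plus 3 SD, set per campaign, cut at about 25% in these data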;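 note: 0% = DMSO with enzyme and 100% = buffer with substrate but no TDP2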
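Assay system: Recombinant human TDP2 | Quantity: 120 nM TDP2 per well | Incubation: 2 h at 37 °C | Signal: Epi absorbance | Evaluation: Percent inhibition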
PG9 Ab binder – binds the HIV-1 gp120 antibody PG9; inhibition, % at 6.7 µM; 360,000 tested, 0.43% active; TR-FRET gp120-PG9 antibody binding; in the data active = inhibition above about 8.5%
NR1D1 modulator – Rev-erb alpha (human) modulation. activity, % at 10 µM. P20393. 370,000 tested, 0.79% active. AID 1259318. Rev-erbα–FITC-DNA binding, fluorescence polarization, 90 min;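 active = activity above about 14%, limit read from the data; passing the limit was not always enough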;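 note: 0% = DMSO wells with 35 nM protein and 100% = DMSO wells with 750 nM protein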
mABHD4 FP – inhibits mouse alpha/beta hydrolase domain 4. Q8VD66. purified mABHD4, FP-Rh probe fluorescence polarization. inhibition, % at 8.92 µM. 370,000 tested, 0.54% active;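 active = inhibition exceeding the mean over every tested compound plus 3 SD, cut at about 30% in these data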;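 note: 0% = plate median of compound wells and 100% = S159A mutant with DMSO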
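Test system: mABHD4 protein | Buffer or medium: HEPES pH 7.0 buffer, 150 mM NaCl, 0.01% Pluronic F-127 | Probe or stimulus: FP-Rh fluorescent activity-based probe, added after compound pre-incubation | Timing: Pre-incubation 45 min, probe exposure 60 min, at 25 °C | Technique: Fluorescence polarization, excitation 525 nm, emission 598 nm, BODIPY TMR filters | Repeats: Single well per compound (singlicate)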
SIAE inh – human SIAE inhibition, primary screen | inhibition, % at 9.66 µM | Q9HAT2 | SIAE FP-Rh probe binding, fluorescence polarization | 370,000 tested, 0.69% active;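 active = inhibition above a cutoff: mean of compounds within the control limits plus 3 SD of those, cut at about 17% in these data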;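 note: 0% = plate median of compound wells and 100% = probe without SIAE protein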
Target sequence (Q9HAT2 whole entry, looked up): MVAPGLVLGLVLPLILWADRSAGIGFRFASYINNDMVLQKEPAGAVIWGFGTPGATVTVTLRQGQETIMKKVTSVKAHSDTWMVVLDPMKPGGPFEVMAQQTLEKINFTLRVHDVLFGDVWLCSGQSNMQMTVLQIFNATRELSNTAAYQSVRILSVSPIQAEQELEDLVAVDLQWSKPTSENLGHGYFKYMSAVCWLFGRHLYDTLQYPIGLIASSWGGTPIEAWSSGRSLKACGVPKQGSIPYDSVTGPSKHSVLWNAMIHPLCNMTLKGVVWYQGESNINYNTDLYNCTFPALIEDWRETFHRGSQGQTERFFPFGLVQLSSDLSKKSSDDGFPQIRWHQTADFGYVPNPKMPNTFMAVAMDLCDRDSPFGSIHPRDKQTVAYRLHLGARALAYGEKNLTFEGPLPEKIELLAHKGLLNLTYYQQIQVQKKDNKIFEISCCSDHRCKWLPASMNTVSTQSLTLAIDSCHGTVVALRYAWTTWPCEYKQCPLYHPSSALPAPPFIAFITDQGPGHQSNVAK
LEDGF integ inh – blocks HIV-1 LEDGF/p75-dependent DNA integration; TR-FRET IN-LEDGF/p75 DNA integration, Eu/Cy5; inhibition, % at 3.7 µM; 370,000 tested, 0.64% active;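 active = inhibition above the screen-wide mean plus 3 SD, cut at about 13% in these data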;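 note: signal is the Cy5 over europium emission ratio at 671 and 618 nm; 0% = plate median of compound wells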
TCR-CD3 inh – blocks the human TCR-CD3 interaction; TAMRA-labeled TCR probe fluorescence, biochemical; inhibition, % at 9.4 µM; 360,000 tested, 0.37% active; AID 651800; in the data active = inhibition above about 19%;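 note: recombinant mutant TCR 2C K166C tagged with TAMRA read by polarization; 0% = receptor in buffer alone and 100% = receptor with positive control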
rCAG binder – binds r(CAG) RNA repeats; AID 651821; inhibition, % at 3 µM; r(CAG) RNA repeat, TO-PRO-1 dye displacement fluorescence; 370,000 tested, 1.3% active;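 active = inhibition above the plate cutoff, the mean of all test compounds on that plate plus 3 SD, cut at about 35% in these data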;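 note: 0% = DMSO alone and 100% = 100 µM mitoxantrone as full dye displacement; higher means more dye released from RNA so lower well fluorescence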
PRMT1 inh – blocks human protein arginine methyltransferase 1 | inhibition, % at 2.79 µM | recombinant PRMT1, activity-based probe fluorescence polarization | Q99873 | AID 652257 | 370,000 tested, 1.3% active;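 active = inhibition above about 21% made by adding two undisclosed values, limit read from the data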
HTRA1 inh – blocks human HTRA1 serine peptidase. recombinant HTRA1, FP-rhodamine activity-based probe, fluorescence polarization. inhibition, % at 5.96 µM. 340,000 tested, 0.5% active. AID 504803; in the data active = inhibition above about 36%;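 note: 0% = enzyme with DMSO and 100% = wells lacking enzyme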
Target sequence (Q92743 whole entry, looked up): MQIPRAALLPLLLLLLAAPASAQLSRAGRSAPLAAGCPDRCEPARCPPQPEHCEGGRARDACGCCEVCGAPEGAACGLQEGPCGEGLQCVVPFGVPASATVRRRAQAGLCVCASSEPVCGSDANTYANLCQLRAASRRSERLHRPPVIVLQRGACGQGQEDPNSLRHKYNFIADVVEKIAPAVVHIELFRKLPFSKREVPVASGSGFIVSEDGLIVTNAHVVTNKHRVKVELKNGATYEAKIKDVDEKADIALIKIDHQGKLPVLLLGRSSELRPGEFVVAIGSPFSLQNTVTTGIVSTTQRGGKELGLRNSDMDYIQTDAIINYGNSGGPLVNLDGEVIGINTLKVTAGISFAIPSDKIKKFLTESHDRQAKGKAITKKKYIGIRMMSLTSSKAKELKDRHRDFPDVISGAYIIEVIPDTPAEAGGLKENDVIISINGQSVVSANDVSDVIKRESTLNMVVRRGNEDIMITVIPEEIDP
Starred values were filed as active, the others as inactive; . = no result given. These rows are one share of the data; the hit share may differ from the screen's.

Values run as follows: TDP2 absorb, PG9 Ab binder, NR1D1 modulator, mABHD4 FP, SIAE inh, LEDGF integ inh, TCR-CD3 inh, rCAG binder, PRMT1 inh, HTRA1 inh
O=C(C1CC(=O)N(c2ccccc2)C1)N1CCN(c2ccc(F)cc2)CC1 (stereo not given)
  -1, -0.1, 0, -2, -6, 0, -11, -7, 0, 6
O=C(O)c1ccccc1-c1ccccc1C(=O)Nc1cccc2ccccc12
  6, 0.5, 4, 3, -10, 5, 2, 5, 0, 0
CCN(CC)S(=O)(=O)c1ccc(OC)c(NC(=O)c2ccc([N+](=O)[O-])cc2)c1
  1, -0.2, -1, -3, -2, 1, 2, -4, -2, -6
O=C(NCc1ccc(F)cc1)C1CCC(=O)N1C1CCCCC1 (stereo not given)
  3, -4.8, -1, -10, 1, -4, -7, -3, 0, 2
COc1ccc(-c2nn(-c3ccccc3)cc2/C=N/Nc2cccc(C(=O)O)c2)cc1
  -10, -0.1, 1, -4, 4, 2, 5, 37*, -4, -54
O=C(COC(=O)c1ccc(Cl)cc1[N+](=O)[O-])NNC(=O)c1cccs1
  6, -0.3, 1, 1, 6, 2, 2, 2, 2, 20
COc1ccc(C(=O)N(C)Cc2ccc(OC)c(OC)c2OC)cc1S(=O)(=O)N1CCOCC1
  -6, -1.8, 5, -7, 1, 8, -4, -2, -5, 1
COC(=O)C1=C(CSc2nc3ccccc3s2)NC(=O)NC1c1ccc(F)cc1 (stereo not given)
  -4, -0.7, 5, 3, 1, 1, 2, 1, 3, -13
COc1ccc(CNC(=O)CCn2c(=O)oc3ccccc32)cc1
  -7, 2.5, 4, -5, -1, 4, -12, -3, 2, 0
O=C(CCc1nc(-c2cccs2)no1)Nc1cnc2ccccc2c1
  -11, 3.3, 21, -11, -7, 1, -3, 5, 2, -6
CCOC(=O)c1cnc2ccc(OCC)cc2c1NCc1ccccc1OC
  -7, -1.7, 4, -2, -2, -5, 5, 0, 3, -8
CCCCn1c(N)c(N(Cc2ccccc2OC)C(=O)c2cc(=O)[nH]c3ccccc23)c(=O)[nH]c1=O
  5, 0.0, -3, -1, 9, 4, 7, -1, 0, -2
O=C(C1CCCN(Cc2ccc(Br)cc2)C1)N1CCCCC1 (stereo not given)
  -7, -1.9, 5, 2, -1, 12, -10, -2, -3, -5
CCOC(=O)C1(Cc2ccc(OC)cc2)CCN(C(=O)CCn2cccn2)CC1
  3, -0.1, 4, 3, -2, -1, -2, -9, 3, 2
O=C(COC(=O)c1ccccc1)c1ccc2c(c1)OCCO2
  1, 1.3, 2, 12, -10, -1, 5, 1, 2, -9
O=C(COc1ncnc2ccccc12)NC1CCS(=O)(=O)C1 (stereo not given)
  -21, -3.0, 1, -2, 0, 3, 0, 1, -3, 0
Cn1c(=O)[nH]c(=O)c2c1nc(N1CCN(Cc3ccccc3)CC1)n2CCSc1ncccn1
  -1, 0.1, 5, -6, 4, 3, -5, 1, -3, -3
C=CCN(C(=O)Cn1nc(C)n2c(cc3cc(C)ccc32)c1=O)c1ccccc1
  -6, -0.5, 4, -4, -5, -1, -6, -3, 5, 4
Cc1ccc(S(=O)(=O)Cc2ccccc2Cl)cc1
  -2, 0.4, 2, 0, 0, -1, -2, -7, -2, 3
CCCn1cnnc1CNC(=O)[C@H]1O[C@@H](n2cnc3c(N)ncnc32)[C@H](O)[C@@H]1O
  -4, -1.4, 1, 12, 1, -1, 2, 0, 3, .
CC(C)(C)NC(=O)NC(=O)CSc1ncccn1
  -2, 0.9, -1, -6, 0, 3, 6, -3, -1, -1
Cc1noc(C)c1NC(=O)Nc1cccc2c1O[C@@H](CN(C)Cc1ccc3c(c1)OCO3)[C@@H](C)CN([C@H](C)CO)C2=O
  -8, 0.5, -2, -8, 6, 1, -4, 0, 2, -3
N#CCC(=O)Nc1ccc(C(F)(F)F)cc1N1CCOCC1
  -3, -1.2, 1, -6, -4, 3, -6, 1, 5, 3
COc1ccc(CNCCNC(=O)c2cccs2)c(OC)c1OC
  8, -0.4, 0, 4, 4, -2, -2, 2, 0, 4
COc1ccc(Oc2coc3cc(OC(=O)N4CCOCC4)ccc3c2=O)cc1
  3, 1.4, -4, -5, -7, 1, -4, -7, 1, -2
CCCN1CCCCC(NC(=O)c2ccc(-c3ccccc3)cc2)C1=O (stereo not given)
  2, -1.5, -2, -3, -7, -3, -12, -1, 0, .
N#Cc1ccccc1OCC(=O)OCC(=O)c1ccc2c(c1)NC(=O)CO2
  -4, 0.3, 0, -1, 5, 1, -1, 1, 0, -7
CC(C)(C)OC(=O)N1CCCC(C(=O)Nc2cccc(C(=O)NCc3ccccc3)c2)C1 (stereo not given)
  1, -0.1, 2, -6, -1, -7, -1, 3, 2, -6
CC1CCC(NC(=O)c2ccc(S(C)(=O)=O)cc2)CC1 (stereo not given)
  6, -0.6, 2, 4, 0, 1, -4, -2, -1, -1
CN(C(=O)CSc1ncnc2sc3c(c12)CCCC3)C1CCS(=O)(=O)C1 (stereo not given)
  9, -1.0, -3, 5, 2, 5, 5, 4, -2, -1
CC(C)C[C@H](NC(=O)OC(C)(C)C)C(=O)N[C@@H](CO)[C@H](O)[C@@H]1C[C@@H]1C(=O)NC1CCCCC1
  -8, 0.1, -6, 2, 5, -1, -6, -5, 3, 3
Cc1ccc(C=Nc2ccccc2C#N)s1
  5, -0.3, -6, 6, 11, 0, 5, 2, -4, 6
COc1ccc(-c2cc(=O)oc3c(C)c(OCC(=O)N(C)C)ccc23)cc1
  -1, 1.5, 1, -1, -6, -3, 0, -6, 6, -3
COc1ccc(-c2cc(C)nc(SCC(=O)c3cccc([N+](=O)[O-])c3)n2)cc1
  -3, -3.1, 8, -2, -12, 3, 6, 4, 3, 3
CC(C(=O)Nc1nncs1)N1C(=O)C2C3C=CC(C3)C2C1=O (stereo not given)
  -7, -0.3, -4, -3, -6, 4, -8, 2, -4, -3
Cc1[nH]c2ccccc2c1CC(=O)Nc1ccc(Nc2cccnc2)c(-c2ccc(OC(F)(F)F)cc2)c1
  -12, -0.9, -6, 12, -1, -3, -4, 11, 6, .
CN(C)c1ccc(C2C3C(=O)N(c4ccc(C(=O)O)cc4)C(=O)C3ON2c2ccccc2)cc1 (stereo not given)
  -1, -0.5, -2, 11, 2, 1, 4, 29, 6, -2
O=C1N/C(=N/N=C/c2ccccc2O)SC1Cc1ccc(F)cc1 (stereo not given)
  -4, 3.5, -3, 12, -3, -3, -1, 10, 7, -5
O=C(COc1ncnc2ccccc12)c1ccc(Cl)cc1
  -8, -1.3, -3, 2, -1, -4, 6, -1, 1, -8
COc1ccc(C)cc1NC(=O)C(OC(=O)c1cccc(S(=O)(=O)N(C)c2ccccc2)c1)c1ccccc1 (stereo not given)
  5, -0.1, -4, -2, 3, 3, -5, 1, -2, -7
COC(=O)c1ccc(C)c(NC(=O)CSc2nnc3ccccn23)c1
  8, 1.6, 4, 9, -3, -1, -2, -2, -1, 2
CCOC(=O)C1CCN(CCC(=O)Nc2ccc(Cl)cc2)CC1
  -3, -0.2, 4, -9, 9, -1, -5, -4, -2, 2
Fc1cccc(/C=N/Nc2nc3ccccc3[nH]2)c1
  -21, -5.2, -3, 28, 4, -7, -4, 8, 6, .
COC(=O)C1CN(CC(C)C)CCS(=O)(=O)N1Cc1ccc(C)cc1 (stereo not given)
  -10, ., 0, 2, 5, 2, ., 3, 7, .
CCOCCCNC(=S)N1CCN(Cc2ccco2)CC1
  -4, -1.5, -1, 10, -1, 4, 5, -5, 0, 4
CNc1c(NC(=O)C2CCC(C)CC2)c(=O)oc2ccccc12 (stereo not given)
  -2, 0.4, 9, 3, -1, 0, 5, 1, -4, 2
O=C(c1ccco1)N1CCN(Cc2cc(=O)oc3cc(O)ccc23)CC1
  -3, 0.1, -3, 4, 1, 3, 11, 5, 3, 6
COC(=O)C[C@H]1C=C[C@H](NS(=O)(=O)c2cn(C)cn2)[C@@H](CO)O1
  0, -0.3, 5, -1, -4, 1, -4, 4, -1, .
Cc1cccc(-c2noc(-c3cc4ccccc4oc3=O)n2)c1
  2, -0.6, 13, 10, 4, 0, 1, 2, -2, -6
COc1ccc(NC(=O)C(OC(=O)c2cnccn2)c2ccccc2)cc1Cl (stereo not given)
  -5, -3.5, 1, 0, -12, 1, 3, 8, -5, -21
CCC(C)C(NC(=O)c1ccccc1NC(=O)c1ccco1)C(=O)NNC(=O)c1ccncc1 (stereo not given)
  -8, -0.7, -6, -4, -2, 0, 2, 5, 0, -4
CCC(O)CC(C(=O)NNc1ccccc1)C(=O)NNc1ccccc1 (stereo not given)
  -11, -1.9, 1, 3, 9, 2, -2, 1, 5, 3
CN(CC(=O)N1CCC(C(N)=O)CC1)S(=O)(=O)c1ccc2ccccc2c1
  -4, 0.7, 0, -6, 0, 0, -2, -2, 0, 2
CC1CC(C)CN(C(=O)c2ccc(S(=O)(=O)N3CC(C)CC(C)C3)cc2)C1 (stereo not given)
  8, 0.1, 2, -2, 12, 4, -2, -1, -5, -5

For convenience, 11 of the compounds above.
Values run as follows: TDP2 absorb, PG9 Ab binder, NR1D1 modulator, mABHD4 FP, SIAE inh, LEDGF integ inh, TCR-CD3 inh, rCAG binder, PRMT1 inh, HTRA1 inh
CCOC(=O)C1CCN(CCC(=O)Nc2ccc(Cl)cc2)CC1
  -3, -0.2, 4, -9, 9, -1, -5, -4, -2, 2
Fc1cccc(/C=N/Nc2nc3ccccc3[nH]2)c1
  -21, -5.2, -3, 28, 4, -7, -4, 8, 6, .
COC(=O)C1CN(CC(C)C)CCS(=O)(=O)N1Cc1ccc(C)cc1 (stereo not given)
  -10, ., 0, 2, 5, 2, ., 3, 7, .
CCOCCCNC(=S)N1CCN(Cc2ccco2)CC1
  -4, -1.5, -1, 10, -1, 4, 5, -5, 0, 4
CNc1c(NC(=O)C2CCC(C)CC2)c(=O)oc2ccccc12 (stereo not given)
  -2, 0.4, 9, 3, -1, 0, 5, 1, -4, 2
O=C(c1ccco1)N1CCN(Cc2cc(=O)oc3cc(O)ccc23)CC1
  -3, 0.1, -3, 4, 1, 3, 11, 5, 3, 6
COC(=O)C[C@H]1C=C[C@H](NS(=O)(=O)c2cn(C)cn2)[C@@H](CO)O1
  0, -0.3, 5, -1, -4, 1, -4, 4, -1, .
Cc1cccc(-c2noc(-c3cc4ccccc4oc3=O)n2)c1
  2, -0.6, 13, 10, 4, 0, 1, 2, -2, -6
COc1ccc(NC(=O)C(OC(=O)c2cnccn2)c2ccccc2)cc1Cl (stereo not given)
  -5, -3.5, 1, 0, -12, 1, 3, 8, -5, -21
CCC(C)C(NC(=O)c1ccccc1NC(=O)c1ccco1)C(=O)NNC(=O)c1ccncc1 (stereo not given)
  -8, -0.7, -6, -4, -2, 0, 2, 5, 0, -4
CCC(O)CC(C(=O)NNc1ccccc1)C(=O)NNc1ccccc1 (stereo not given)
  -11, -1.9, 1, 3, 9, 2, -2, 1, 5, 3
